# Rin1 Abl inh – inhibitors of human Rin1-Abl protein interaction | P00519+Q13671 | TR-FRET Rin1/Abl binding, biochemical | inhibition, % at 7.35 µM | hit rate 0.4% among 360,000; in the data active = inhibition above about 5%, passing the limit was not always enough
# PABP1 MLLE inh – blocks PAM2 peptide binding to the PABP1 MLLE domain; P11940; GST-MLLE / FITC-PAM2 fluorescence polarization; inhibition, % at 20 µM; hit rate 0.36% among 360,000; AID 588489; in the data active = inhibition above about 35%, passing the limit was not always enough;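 also: plate controls were DMSO wells with GST-MLLE for no effect and wells lacking GST-MLLE protein for full effect; some results filed as inactive read as strong as hits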
# Target sequence (P11940 whole entry, looked up, the tested form may be a part): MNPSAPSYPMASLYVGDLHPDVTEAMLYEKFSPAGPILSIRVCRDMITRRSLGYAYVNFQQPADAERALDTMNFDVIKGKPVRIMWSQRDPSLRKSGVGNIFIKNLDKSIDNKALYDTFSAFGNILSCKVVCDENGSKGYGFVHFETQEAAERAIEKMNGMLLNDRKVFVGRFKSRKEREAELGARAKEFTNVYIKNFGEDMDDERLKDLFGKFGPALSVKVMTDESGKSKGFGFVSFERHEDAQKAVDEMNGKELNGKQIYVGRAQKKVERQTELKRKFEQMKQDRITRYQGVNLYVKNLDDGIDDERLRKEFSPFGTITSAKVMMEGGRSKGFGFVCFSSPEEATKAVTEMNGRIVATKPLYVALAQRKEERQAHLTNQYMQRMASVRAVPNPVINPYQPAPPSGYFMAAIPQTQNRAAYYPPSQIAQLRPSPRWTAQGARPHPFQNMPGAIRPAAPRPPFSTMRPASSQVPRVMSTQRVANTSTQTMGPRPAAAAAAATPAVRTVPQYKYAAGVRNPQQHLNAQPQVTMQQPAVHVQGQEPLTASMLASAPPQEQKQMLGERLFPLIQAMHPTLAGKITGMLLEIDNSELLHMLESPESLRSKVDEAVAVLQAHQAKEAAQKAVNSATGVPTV
# CSN inh – blocks human CSN-mediated cullin deneddylation | Purified CSN, SCF-Nedd8-OG deneddylation, fluorescence polarization | Q92905 | hit rate 0.38% among 360,000 | AID 651999 | inhibition, % at 12.5 µM;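 active = pattern-corrected inhibition above about 35%, with an unprinted fluorescence ratio check between 0.5 and 1.5, limit read from the data, passing the limit was not always enough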;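 also: 0% = enzyme with substrate and 100% = substrate without enzyme; some results filed as inactive read as strong as hits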
# Target sequence (Q92905 whole entry, looked up, one chain of several): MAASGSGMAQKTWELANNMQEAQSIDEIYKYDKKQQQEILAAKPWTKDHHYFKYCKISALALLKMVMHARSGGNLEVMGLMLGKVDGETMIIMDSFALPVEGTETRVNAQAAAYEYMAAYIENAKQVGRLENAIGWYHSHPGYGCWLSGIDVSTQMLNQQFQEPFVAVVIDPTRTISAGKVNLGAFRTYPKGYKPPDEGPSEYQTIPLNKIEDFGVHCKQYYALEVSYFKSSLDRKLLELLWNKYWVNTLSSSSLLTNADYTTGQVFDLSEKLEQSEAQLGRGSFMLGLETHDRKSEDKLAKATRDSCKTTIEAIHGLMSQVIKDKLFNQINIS
#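 Assay system: HEK293T-derived human Csn5 enzyme; quantity: 0.24 nM enzyme; medium: Tris/NaCl/DTT buffer, pH 7.5; also added: substrate SCFSkp2-Nedd8OG, 10 nM; doses: 12.5 µM compound; schedule: 90 min reaction at room temperature; signal: FP; read-out: % inhibition of substrate cleavage by Csn5; benchmarks: substrate-only high control, full reaction low control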
# SKN-1 inh – C. elegans SKN-1 inhibition; C. elegans VP596 Pgst-4::GFP/RFP ratio, acrylamide-induced, 24 h; hit rate 0.49% among 360,000; inhibition, % at 21.8 µM;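 active = interference check ratio from 0.5 to 1.5 plus GFP to RFP signal ratio inhibition reaching or exceeding a fixed threshold, cut at about 30% in these data, passing the limit was not always enough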; also: some compounds called inactive have numbers as strong as hits
# MT1-MMP act inh – MT1-MMP (human) activation inhibition | HT1080 RFP-PRO-GFP cells, GFP/RFP ratio fluorescence, overnight; percent of plate control window, DMSO zero | hit rate 0.061% among 360,000 | AID 651647 | GFP/RFP ratio change, % at 20 µM;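 active = GFP/RFP ratio change of at least 30% with cell ATP level not reduced by more than half and red fluorescence within 50% of control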; also: strong numbers were not always called active
#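 Assay system: HT1080 RFP-PRO-GFP cells. Benchmarks: DMSO vehicle wells and RFP-L50D-GFP reporter cell wells. Times: overnight cell settling, then overnight compound exposure, 37 °C, 5% CO2. Compound: 20 µM single dose, 1% DMSO. Read-out basis: GFP/RFP fluorescence ratio.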
# FAS TE block – FAS thioesterase (human) inhibition; inhibition, % at 15 µM; hit rate 0.67% among 360,000; recombinant FAS-TE, OMFH fluorogenic substrate, fluorescence endpoint;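 active = compounds whose normalised, plate-corrected inhibition of enzyme fluorescence in the single-dose primary screen is 50% or more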;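 also: 0% = DMSO with enzyme and 100% = substrate without enzyme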
# NadD block – inhibitors of Staphylococcus aureus NadD | inhibition, % at 20 µM | hit rate 0.78% among 360,000 | purified NadD enzyme, colorimetric absorbance read-out | AID 602399; in the data active = inhibition above about 26%; also: some compounds past the cut are filed as inactive
# Rpn11 inh – inhibitors of human proteasome Rpn11; O00487; human 26S proteasome, Ub4-pepOG fluorescence polarization; 20S core pre-blocked with epoxomicin; calls only at 20 µM; hit rate 0.59% among 360,000;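 active = inhibition at 20 µM, scaled to each plate's controls, above about 33%, limit read from the data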
# Neddylation inh – cullin neddylation inhibition | P61081+Q13564 | TR-FRET cullin neddylation, biochemical | calls only at 25 µM | hit rate 0.58% among 360,000; in the data active = inhibition above about 36%
# Starred values were filed as active, the others as inactive; i = inactive; . = not tested or not shown; + = active, no number.
item	compound	Rin1 Abl inh	PABP1 MLLE inh	CSN inh	SKN-1 inh	MT1-MMP act inh	FAS TE block	NadD block	Rpn11 inh	Neddylation inh
1	O=C(CC1C(=O)NCCN1C(=O)Nc1ccccc1)Nc1ccc2c(c1)OCCO2 (stereo not drawn)	-3	16	-1	-23	1	-7	-1	i	i
2	O=C(N/N=C/c1sc(N2CCOCC2)nc1-c1ccccc1)c1cccc(S(=O)(=O)N2CCOCC2)c1	-2	-80	21	0	-27	46	-6	.	+
3	CC(=O)NCCc1ccc(S(=O)(=O)NCc2ccc3c(c2)OCO3)cc1	-2	4	-2	-1	-4	-8	-1	i	i
4	COc1cc2c(cc1OC)C(C)N(C(=O)Nc1ccc(F)cc1)CC2 (stereo not drawn)	3	-4	2	8	2	-6	-7	i	i
5	Cc1c(C(=O)NCCC2=CCCCC2)sc2ncnc(N3CCCCC3C)c12 (stereo not drawn)	-2	-2	6	20	-4	19	13	i	i
6	CCN(CC(=O)Nc1c(F)cccc1F)C(=O)Cc1cccs1	6	-1	-4	-11	-3	-8	-1	i	i
7	N#Cc1cccc2cnccc12	-2	16	5	1	-7	-7	-5	i	i
8	COc1ccc(N2CN=C3SCC(=O)N3C2)cc1	-2	-32	0	13	8	-4	3	i	i
9	Cc1ccsc1/C=N/NC(=O)CNC(=O)c1ccccc1	-5	0	-1	-10	-1	-5	-1	i	i
10	COc1ccc(-c2cc3c(=O)n(CC(=O)NCCCN4CCC(N5CCCCC5)CC4)nc(C)n3n2)cc1	0	-5	3	-9	7	-3	-7	i	.
11	Cc1ccc(-c2csc(NC(=O)c3ccc(Br)cc3)c2C(=O)O)cc1	3	-3	3	16	-3	8	8	i	.
12	COc1ccc(NC(=O)c2nnn(CC(=O)Nc3ccc4c(c3)OCO4)c2N)cc1OC	2	3	1	-8	0	-5	6	i	i
13	COc1cc(CN(C(=O)c2ccco2)C2CCS(=O)(=O)C2)cc(OC)c1OC (stereo not drawn)	1	-7	-1	4	1	-9	1	i	i
14	CC(C)c1ccc(C(CC(=O)O)N2Cc3ccccc3C2=O)cc1 (stereo not drawn)	-2	13	4	10	-2	-7	0	i	i
15	CCCN(CC(=O)Nc1ccccc1Br)CC(=O)Nc1ccc(F)c(F)c1F	-2	-8	-6	6	3	18	-9	i	i
16	CCOC(=O)C1=C(CNCc2ccccc2Cl)NC(=O)NC1c1ccc2c(c1)OCO2 (stereo not drawn)	-3	-8	-1	5	2	8	-2	i	i
17	Cc1ccc(N(Cc2cc3ccc(C)cc3[nH]c2=O)C(=O)c2ccco2)cc1	-3	10	9	-9	0	3	4	i	i
18	C/C=C(\C)C(=O)NCCN1C2=NC[C@H](Cc3ccc(O)cc3)N2C[C@@H]1Cc1ccc(OC)cc1	-2	-13	5	11	0	-6	-7	i	i
19	Cc1ccc(-c2nnc(NC(=O)CCS(=O)(=O)c3ccc(F)cc3)o2)c(C)c1	2	0	-3	-4	0	-7	5	i	i
20	COc1ccc2ccc(=O)oc2c1CC=C(C)C	-10	8	-1	16	1	8	1	i	i
21	O=c1cc(O)nc(SC23CC4CC(CC(C4)C2)C3)[nH]1	1	2	2	10	-4	-5	5	i	i
22	COc1ccccc1OCCNC(=O)c1ccccc1OCc1c(C)noc1C	-1	20	3	-6	-2	-5	-2	i	i
23	COc1ccc(-c2csc3nc(-c4cccnc4)nc(Cl)c23)cc1OC	-2	-9	7	3	-6	30	2	i	i
24	N/C(=N\NC(=O)c1sccc1OCc1ccc(Cl)cc1Cl)c1ccccn1	3	2	-18	9	-6	-6	2	i	i

# 19 entries from above, in transposed form:
(4) COc1cc2c(cc1OC)C(C)N(C(=O)Nc1ccc(F)cc1)CC2 (stereo not drawn)
(5) Cc1c(C(=O)NCCC2=CCCCC2)sc2ncnc(N3CCCCC3C)c12 (stereo not drawn)
(6) CCN(CC(=O)Nc1c(F)cccc1F)C(=O)Cc1cccs1
(7) N#Cc1cccc2cnccc12
(8) COc1ccc(N2CN=C3SCC(=O)N3C2)cc1
(9) Cc1ccsc1/C=N/NC(=O)CNC(=O)c1ccccc1
(10) COc1ccc(-c2cc3c(=O)n(CC(=O)NCCCN4CCC(N5CCCCC5)CC4)nc(C)n3n2)cc1
screen / no. | 4 | 5 | 6 | 7 | 8 | 9 | 10
Rin1 Abl inh | 3 | -2 | 6 | -2 | -2 | -5 | 0
PABP1 MLLE inh | -4 | -2 | -1 | 16 | -32 | 0 | -5
CSN inh | 2 | 6 | -4 | 5 | 0 | -1 | 3
SKN-1 inh | 8 | 20 | -11 | 1 | 13 | -10 | -9
MT1-MMP act inh | 2 | -4 | -3 | -7 | 8 | -1 | 7
FAS TE block | -6 | 19 | -8 | -7 | -4 | -5 | -3
NadD block | -7 | 13 | -1 | -5 | 3 | -1 | -7
Rpn11 inh | i | i | i | i | i | i | i
Neddylation inh | i | i | i | i | i | i | .

(11) Cc1ccc(-c2csc(NC(=O)c3ccc(Br)cc3)c2C(=O)O)cc1
(12) COc1ccc(NC(=O)c2nnn(CC(=O)Nc3ccc4c(c3)OCO4)c2N)cc1OC
(13) COc1cc(CN(C(=O)c2ccco2)C2CCS(=O)(=O)C2)cc(OC)c1OC (stereo not drawn)
(14) CC(C)c1ccc(C(CC(=O)O)N2Cc3ccccc3C2=O)cc1 (stereo not drawn)
(15) CCCN(CC(=O)Nc1ccccc1Br)CC(=O)Nc1ccc(F)c(F)c1F
(16) CCOC(=O)C1=C(CNCc2ccccc2Cl)NC(=O)NC1c1ccc2c(c1)OCO2 (stereo not drawn)
(17) Cc1ccc(N(Cc2cc3ccc(C)cc3[nH]c2=O)C(=O)c2ccco2)cc1
screen / no. | 11 | 12 | 13 | 14 | 15 | 16 | 17
Rin1 Abl inh | 3 | 2 | 1 | -2 | -2 | -3 | -3
PABP1 MLLE inh | -3 | 3 | -7 | 13 | -8 | -8 | 10
CSN inh | 3 | 1 | -1 | 4 | -6 | -1 | 9
SKN-1 inh | 16 | -8 | 4 | 10 | 6 | 5 | -9
MT1-MMP act inh | -3 | 0 | 1 | -2 | 3 | 2 | 0
FAS TE block | 8 | -5 | -9 | -7 | 18 | 8 | 3
NadD block | 8 | 6 | 1 | 0 | -9 | -2 | 4
Rpn11 inh | i | i | i | i | i | i | i
Neddylation inh | . | i | i | i | i | i | i

(18) C/C=C(\C)C(=O)NCCN1C2=NC[C@H](Cc3ccc(O)cc3)N2C[C@@H]1Cc1ccc(OC)cc1
(19) Cc1ccc(-c2nnc(NC(=O)CCS(=O)(=O)c3ccc(F)cc3)o2)c(C)c1
(20) COc1ccc2ccc(=O)oc2c1CC=C(C)C
(21) O=c1cc(O)nc(SC23CC4CC(CC(C4)C2)C3)[nH]1
(22) COc1ccccc1OCCNC(=O)c1ccccc1OCc1c(C)noc1C
screen / no. | 18 | 19 | 20 | 21 | 22
Rin1 Abl inh | -2 | 2 | -10 | 1 | -1
PABP1 MLLE inh | -13 | 0 | 8 | 2 | 20
CSN inh | 5 | -3 | -1 | 2 | 3
SKN-1 inh | 11 | -4 | 16 | 10 | -6
MT1-MMP act inh | 0 | 0 | 1 | -4 | -2
FAS TE block | -6 | -7 | 8 | -5 | -5
NadD block | -7 | 5 | 1 | 5 | -2
Rpn11 inh | i | i | i | i | i
Neddylation inh | i | i | i | i | i

# Carrying on:
item	compound	Rin1 Abl inh	PABP1 MLLE inh	CSN inh	SKN-1 inh	MT1-MMP act inh	FAS TE block	NadD block	Rpn11 inh	Neddylation inh
25	CC(=O)Nc1cccc(NC(=O)COc2nncc3ccccc23)c1	1	-8	-3	-4	6	-13	-4	i	i
26	O=c1cc(-c2ccccc2)[nH][nH]1	3	4	1	4	0	-10	-2	i	i
27	CCOc1ccc(C2c3cc(OC)c(OC)cc3CC(=O)N2c2ccc(OC)cc2)cc1 (stereo not drawn)	-1	5	-2	8	-5	8	9	i	i
28	CCCCN(C)S(=O)(=O)c1ccc(C(=O)N(CCN(C)C)c2nc3ccc(C)cc3s2)cc1	-3	-10	-1	4	5	39	-1	i	i
29	CC(=O)Nc1ccc(NC(=O)c2ccccc2Br)cc1	-1	0	-3	3	1	-12	-2	i	i
30	Cc1cc(C)n(C(=O)COc2ccc([N+](=O)[O-])cc2)n1	-2	9	4	3	-6	-9	-1	i	i
31	O=C(c1ccc2ccccc2c1)N1CCN(Cc2ccccc2)CC1	1	5	-5	4	1	-1	-5	i	i
32	Oc1ccc(/C=N/Nc2nc(N3CCCCCC3)nc(N3CCCCCC3)n2)c(O)c1	0	-1	-2	14	4	38	22	i	i

# Ordered by count of non-hydrogen atoms (ascending): part of the list above.
item	compound	Rin1 Abl inh	PABP1 MLLE inh	CSN inh	SKN-1 inh	MT1-MMP act inh	FAS TE block	NadD block	Rpn11 inh	Neddylation inh
26	O=c1cc(-c2ccccc2)[nH][nH]1	3	4	1	4	0	-10	-2	i	i
9	Cc1ccsc1/C=N/NC(=O)CNC(=O)c1ccccc1	-5	0	-1	-10	-1	-5	-1	i	i
19	Cc1ccc(-c2nnc(NC(=O)CCS(=O)(=O)c3ccc(F)cc3)o2)c(C)c1	2	0	-3	-4	0	-7	5	i	i

# Continued.
item	compound	Rin1 Abl inh	PABP1 MLLE inh	CSN inh	SKN-1 inh	MT1-MMP act inh	FAS TE block	NadD block	Rpn11 inh	Neddylation inh
33	CCSc1nnc(NC(=O)c2csc3c2CCC(C)C3)s1 (stereo not drawn)	0	5	-3	12	-5	-4	1	i	i
34	COc1ccc(C(=O)C2CCCN(C(=O)c3cccc(N4CCCC4=O)c3)C2)cc1OC (stereo not drawn)	1	4	-1	1	-2	0	0	i	i
35	Cc1cc(C=O)c(C)n1-c1ccc(Cl)c(C(=O)O)c1	-3	-100	26	4	-2	-6	3	i	i
36	CCc1cccc2c(C(=O)CCl)c[nH]c12	-2	-7	13	-3	0	-2	1	i	i
37	CC(=O)NCC(=O)N(C)C(C(=O)Nc1ccc(C(C)C)cc1)c1ccccc1 (stereo not drawn)	2	-1	1	-7	0	-7	-3	i	i
38	CCOc1ccc(S(=O)(=O)N2CCOCC2)cc1NC(=O)CCN1C(=O)NC2(CCCC2)C1=O	-5	-6	1	16	-2	-6	-1	i	i
39	Cc1cc(NC(=O)c2ccc3sc([C@@H]4O[C@H](CO)[C@H](O)[C@H](O)[C@H]4O)nc3c2)no1	3	16	-5	-1	7	-8	-1	i	i
40	COc1ccc(C(=O)N/N=C/c2sc3ccccc3c2O)cc1	-4	-121	104	7	-80	0	6	.	i
41	CCCNC(=O)COC(=O)c1ccc(N2CCCC2)c([N+](=O)[O-])c1	2	3	-1	-5	0	-10	-2	i	i
42	Cc1ccc(NC(=O)NC(=O)CSc2n[nH]c(N)n2)c(C)c1	1	-13	0	0	-4	-11	6	i	i
43	Cc1cc(C(O)c2ncc(-c3cccc(F)c3)[nH]2)ccc1F (stereo not drawn)	1	0	4	11	0	2	-4	i	i
44	CC(NC(=O)c1ccc(-c2ccccc2)cc1)C(c1ccccc1)N1CCOCC1 (stereo not drawn)	4	-6	0	-1	-5	24	-2	i	i
45	O=C(COC(=O)c1ccccn1)NCCCc1ccccc1	0	-11	-5	9	1	-9	-6	i	i
46	COc1ccc(CCNC(=O)CCc2nc3ccccc3[nH]2)cc1OC	-1	3	0	2	3	1	-1	i	i
47	Cc1cccc(C)c1N=C1NN=C(c2ccccc2F)CS1	-5	20	-4	7	-8	9	2	i	i
48	CN(C)S(=O)(=O)N(CC(=O)N1CCOCC1)c1ccccc1	0	-19	-5	4	1	-2	5	i	i

# Bioassay records deposited in PubChem BioAssay by several laboratories.

# Hits appear at their usual frequency; any-hit rate near 3.9%.
